TNAP act DEA = activates human TNAP at intermediate phosphate acceptor concentration. P05186. purified TNAP, CDP-star luminescence, 100 mM DEA, 30 min; hits give high values; scale: 0 levamisole-inhibited, 1 vehicle-only enzyme. activation factor at 20 µM. 64,000 tested, under 10 active. AID 813;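 active = activation factor of at least 2 at 20 µM, relative to controls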
Target sequence (P05186 whole entry, looked up): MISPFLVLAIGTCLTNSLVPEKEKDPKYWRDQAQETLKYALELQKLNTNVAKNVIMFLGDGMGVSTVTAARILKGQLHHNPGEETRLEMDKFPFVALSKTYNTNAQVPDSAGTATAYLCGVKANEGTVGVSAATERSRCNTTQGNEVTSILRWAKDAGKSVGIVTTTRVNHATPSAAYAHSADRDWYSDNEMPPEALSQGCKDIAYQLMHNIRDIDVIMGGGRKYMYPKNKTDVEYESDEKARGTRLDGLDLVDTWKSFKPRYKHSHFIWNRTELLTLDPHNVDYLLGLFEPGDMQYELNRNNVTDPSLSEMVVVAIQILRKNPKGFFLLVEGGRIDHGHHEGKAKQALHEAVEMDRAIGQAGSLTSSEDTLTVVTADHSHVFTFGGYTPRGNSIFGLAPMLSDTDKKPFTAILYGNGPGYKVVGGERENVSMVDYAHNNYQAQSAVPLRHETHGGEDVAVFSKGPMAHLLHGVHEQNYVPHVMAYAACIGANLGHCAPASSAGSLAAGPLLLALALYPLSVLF
D1 allo mod = allosteric modulators of human D1 dopamine receptor. P21728. HEK293 D1, CRE-luciferase, dopamine EC30 potentiation; actives deviate in either direction. B-score at 10 µM. hit rate 5.9% among 58,000. AID 641;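 active = luminescence count or its row- and column-corrected plate score outside the 99.7% band of the plate's sample wells, on either side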
Jurkat tox 60K = cytotoxicity toward Jurkat cells | AID 463 | Jurkat E6.1 viability, ATP luminescence, 48 h | inhibition, % at 4 µM | hit rate 1.2% among 56,000;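 active = inhibition above the mean inhibition of all tested compounds plus 3 SD, cut at about 28% in these data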
NADH enzymes = inhibitors of enzymes used to reach an NAD/NADH endpoint | coupled PK/LDH NADH assays, four targets | IC50, µM (series often up to 10 µM), inactives show at the highest dose inhibition | AID 774 | hit rate 0.02% among 65,000;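 active = single-dose screening hits from any of four coupled enzyme assays that gave an IC50 when retested across doses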;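 note: the DPM-DC format reads NADH fluorescence rather than 340 nm absorbance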
M1 ag = activates the M1 muscarinic receptor | CHO-M1 cells, Fluo-4 calcium fluorescence, agonist mode; hits give high values | B-score at 10 µM | hit rate 3% among 64,000 | AID 626;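 active = fluorescence rise, raw or as B-score row- and column-corrected plate score, outside the 99.7% band of its plate's samples, either direction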
SF1 activator = activators of human nuclear receptor SF-1; Q13285; CHO-K1 Gal4-SF-1 LBD luciferase reporter; % increase over DMSO SF-1-specific signal; activation, % at 10 µM; hit rate 1.9% among 65,000; AID 522;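 active = activation above the mean activation of all tested compounds plus 3 SD, cut at about 50% in these data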
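Assay system: CHO-K1 cells co-transfected with Gal4 DBD–human SF-1 LBD, 5xGal4 luciferase reporter / Input: 4,000 cells per well / Incubation: 20 h compound exposure at 37 °C after 1 h cell settling / Detection: SteadyLite luciferase luminescence / Control set: DMSO negative control and −SF1 background wells / Replication: one test per compound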
M1 antagonist = blocks the rat M1 muscarinic receptor response to acetylcholine; P08482; B-score at 10 µM; CHO-M1 cells, Fluo-4 calcium, ACh EC80 antagonist mode; hits give low values; hit rate 3.4% among 64,000;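 active = calcium fluorescence response, raw or row-and-column corrected B-score, differing from the plate sample mean either way at a set confidence level, mostly lower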
Target sequence (P08482 whole entry, looked up): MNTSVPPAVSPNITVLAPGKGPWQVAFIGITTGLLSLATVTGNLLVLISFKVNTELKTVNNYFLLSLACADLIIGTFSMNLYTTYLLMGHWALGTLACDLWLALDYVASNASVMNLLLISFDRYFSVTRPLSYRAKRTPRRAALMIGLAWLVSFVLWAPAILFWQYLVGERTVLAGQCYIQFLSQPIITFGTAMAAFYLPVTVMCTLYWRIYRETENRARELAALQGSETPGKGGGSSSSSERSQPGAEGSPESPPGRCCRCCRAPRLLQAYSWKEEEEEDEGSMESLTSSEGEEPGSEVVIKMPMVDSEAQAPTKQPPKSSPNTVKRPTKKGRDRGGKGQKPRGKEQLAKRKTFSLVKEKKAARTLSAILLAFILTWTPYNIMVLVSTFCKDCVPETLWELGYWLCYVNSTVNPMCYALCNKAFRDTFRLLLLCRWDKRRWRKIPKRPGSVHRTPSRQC
Ecoli tolC = blocks growth of E. coli BW25113 tolC mutant; OD615; growth inhibition, % at 10 µM (by protocol); hit rate 2.2% among 65,000;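 active = growth inhibition at or above a cutoff equal to the mean over every tested compound plus 3 SD, cut at about 60% in these data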;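 note: growth measured after 20 h incubation at 37 °C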
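Doses: one dose of 10 µM final / Material: E. coli BW25113 ΔtolC::kan, tolC deletion mutant strain / Buffer or medium: LB with kanamycin 50 µg/mL / Evaluation: percent growth inhibition / Detection: optical density read at 615 nm / Incubation: 37 °C, 20 h exposure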
HEK293 NFkB inh = lowers PMA/ionomycin-induced NF-kB signal in HEK293 cells; hit rate 0.21% among 62,000; HEK-293 NF-kB luciferase reporter, luminescence; inhibition, % at 3 µM; AID 465;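 active = inhibition above the mean of all tested compounds plus 3 SD, cut at about 40% in these data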;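 note: 0% = stimulated DMSO wells and 100% = 10 µM reference inhibitor 5653914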
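Signal: luciferase luminescence; Material: HEK-293 cells with stable firefly luciferase reporter driven by four HIV NF-kB elements; Probe or stimulus: PMA with ionomycin; Replication: tested once; Times: 1 h compound pretreatment, then 16 h stimulation at 37 °C, 5% CO2; Benchmarks: DMSO and 10 µM reference inhibitor; Evaluation: per-plate % inhibition versus controls.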
* hit, by the source's call; / = no result given; & = joins results of further samples; [ ] = another dose, or the depositor's remark.

The line under a structure holds: TNAP act DEA	D1 allo mod	Jurkat tox 60K	NADH enzymes	M1 ag	SF1 activator	M1 antagonist	Ecoli tolC	HEK293 NFkB inh
1. Cc1ccc(S(=O)(=O)C(F)(F)F)cc1NC(=O)c1cccnc1
    0.8	/	-1	0%	0.23	-6	0.64	7	13
2. CCOC(=O)c1cc(-c2ccc3c(c2)OCCO3)nc2c1c(C)nn2CCC#N
    0.9	3.1	-6	6%[fluoresces]	0.5	-6	0.079	13	21
3. O=C(c1ccc(S(=O)(=O)Nc2ccccc2)cc1)N1CCOCC1
    1	-0.43	-12	9%	0.34	-4	0.11	-3	7
4. O=C(CCS(=O)(=O)Cc1ccccc1)Nc1nc2c(s1)CCCC2
    1	0.11	10	3%	-2.4	-3	0.87	-5	17
5. O=C(OCC(=O)N1CCN(C(=O)c2ccco2)CC1)c1ccccc1OCc1ccc(Cl)cc1
    0.9	-1.8	-11	3%	4.5*	2	0.083	22	8
6. O=C(O)c1cc2ccc3ccccc3c2[nH]1
    0.9	-1	/	9%	0.017	6	-0.22	-3	21
7. CCC(=O)Nc1ccc(-c2nn3c(C)nnc3s2)cc1
    0.9	-0.31	-3	11%	-0.51	36	-0.054	-4	2
8. CC(C(=O)Nc1ccc(N2CCOCC2)cc1)N1C(=O)c2ccccc2C1=O (configuration not stated)
    1	-0.33	3	3%	1.6	2	1.3	-15	10
9. CC1(C)OC(=O)C2(Cc3ccccc3N3CCCCC32)C(=O)O1 (configuration not stated)
    0.9	0.72	-2	7%	-0.06	-10	1	-23	-2
10. Cn1c(=O)c2c(nc(CN3CCC(C(N)=O)CC3)n2CCCc2ccccc2)n(C)c1=O
    0.9	1.9	-1	7%	-0.33	-12	-0.21	-8	2

Three entries out of the list above, sorted by their value in M1 antagonist, lowest first:
| No. | structure | TNAP act DEA | D1 allo mod | NADH enzymes | M1 ag | SF1 activator | M1 antagonist | HEK293 NFkB inh |
| --- | --- | --- | --- | --- | --- | --- | --- | --- |
| 2 | CCOC(=O)c1cc(-c2ccc3c(c2)OCCO3)nc2c1c(C)nn2CCC#N | 0.9 | 3.1 | 6%[fluoresces] | 0.5 | -6 | 0.079 | 21 |
| 1 | Cc1ccc(S(=O)(=O)C(F)(F)F)cc1NC(=O)c1cccnc1 | 0.8 | / | 0% | 0.23 | -6 | 0.64 | 13 |
| 4 | O=C(CCS(=O)(=O)Cc1ccccc1)Nc1nc2c(s1)CCCC2 | 1 | 0.11 | 3% | -2.4 | -3 | 0.87 | 17 |

Continued.
The line under a structure holds: TNAP act DEA	D1 allo mod	Jurkat tox 60K	NADH enzymes	M1 ag	SF1 activator	M1 antagonist	Ecoli tolC	HEK293 NFkB inh
11. O=C(Nc1ccn(C2CC(OC(=O)c3ccccc3)C(CO)O2)c(=O)n1)c1ccccc1 (configuration not stated)
    0.9	0.15	-5	4%	0.6	5	0.075	-20	2
12. CCOc1ccc(S(=O)(=O)Nc2nc3ccccc3nc2N2CCN(C)CC2)cc1
    1	-1.6	-1	12%	0.062	4	-0.024	-15	22
13. CCOC(=O)N1CCN(C(=O)CS(=O)Cc2nc(-c3cccc(C)c3)oc2C)CC1 (configuration not stated)
    1	0.12	-3	2%	-0.078	-7	0.14	-2	20
14. O=C(Nc1ccccc1N1CCCCC1)c1ccccc1F
    0.9	0.75	-4	2%	-0.52	-14	0.25	88*	9
15. O=C(N1CCOCC1)N1CCN(S(=O)(=O)N2CCCCC2)CC1
    0.9	-0.16	-3	6%	-0.35	6	0.68	-8	15
16. Cc1ccccc1-n1nc(-c2ccc(N)cc2)cc1N
    1	-0.068	-3	8%	-0.1	22	0.4	7	-6
17. Cc1cc(C(=O)CC#N)c(C)n1CC(F)(F)F
    0.9	0.1	-3	6%	0.64	-14	0.05	-6	3
18. Nc1nnnn1/N=C/c1ccccc1OCc1ccccc1
    0.9	2.9	5	2%	0.017	-27	0.35	-2	1
19. Cc1cccc(NC(=O)CSC(N)=O)c1C
    0.9	-0.051	3	0%	0.68	-10	0.5	-16	-4
20. CCc1cccc(C)c1NC(=O)C1CCCO1 (configuration not stated)
    1	-0.079	1	5%	-0.14	-7	0.23	-4	3

21	Cc1onc(-c2ccccc2)c1C(=O)N1CCOCC1
22	COc1ccc(N2C(=O)C3CCCN3C2c2ccccc2OC)cc1 (configuration not stated)
23	CCOC(=O)Nc1ccc2c(c1)N(C(=O)N(C)C)c1ccccc1CC2
24	O=C1CCCc2nn(-c3ccccc3)c(-c3ccncc3)c21
25	Cc1cc(=O)n(C)c(=O)n1CCCCCN1CCCC1
26	O=C(COc1ccccc1F)NC1CC1
27	CC(=O)NC(CCS(C)(=O)=O)C(=O)Nc1ccc2c(c1)OCO2 (configuration not stated)
28	CCOC(=O)c1ccc(-n2ncc(C(=O)OCC)c2N)cc1
assay / compound	21	22	23	24	25	26	27	28
TNAP act DEA	0.8	1	0.9	0.9	0.9	0.8	1	1
D1 allo mod	-1.4	0.052	-0.37	-0.026	-1.3	0.57	-0.42	-0.5
Jurkat tox 60K	-1	-3	9	-2	1	-2	3	12
NADH enzymes	10%	1%	3%	6%	4%	3%	5%	8%
M1 ag	-0.41	-0.26	-0.09	0.14	0.16	0.052	0.81	0.13
SF1 activator	11	15	-4	-16	9	-1	3	18
M1 antagonist	0.65	-0.43	0.00079	-1.4	-1.6*	0.065	0.55	0.6
Ecoli tolC	-5	-1	38	-19	-25	-10	-9	-5
HEK293 NFkB inh	2	1	20	2	14	9	16	-1

29	CCOc1ccc(OCc2cccc(C(=O)O)c2)cc1
30	O=C(c1ccc2nc(N3CCCCC3)sc2c1)N1CCN(c2ccccn2)CC1
31	Cn1c(CNc2nc3ccccc3n2C)nc2ccccc21
32	CCN1CCN(Cc2c(O)ccc3c(=O)c(-c4ccccc4OC)coc23)CC1
33	Cn1c(=O)[nH]c(=O)c2c1nc(CN1CCN(c3ccc(F)cc3)CC1)n2CCCc1ccccc1
34	CCOC(=O)CSC1=C(C#N)C(=O)NC2(CCCCC2)S1
35	Cc1ccc(-c2noc(CCC(=O)NC3CCCc4ccccc43)n2)cc1 (configuration not stated)
36	CCCc1nc(SCC(=O)NCc2ccco2)c2c(=O)n(C)c(=O)n(C)c2n1
assay / compound	29	30	31	32	33	34	35	36
TNAP act DEA	0.9	0.9	1.2	0.9	0.9	0.8	0.9	0.9
D1 allo mod	-4.5*	1.3	-0.3	-0.43	/	0.074	-0.33	0.82
Jurkat tox 60K	12	0	2	7	1	/	-1	4
NADH enzymes	2%	4%	3%	8%[fluoresces]	0%	2%	3%	2%
M1 ag	-0.072	-0.6	/	-0.086	0.39	0.3	1.1	0.098
SF1 activator	-95	11	28	-2	13	10	8	38
M1 antagonist	-0.12	-0.33	/	0.16	-0.034	0.27	1	-0.68
Ecoli tolC	0	10	-4	-11	-4	0	7	-15
HEK293 NFkB inh	97*	6	4	15	12	/	0	1

37	Cc1ccc2nc(NC(=O)C3CCCN(S(=O)(=O)c4cccc5nonc45)C3)sc2c1 (configuration not stated)
38	O=c1c2cc(N3CCOCC3)ccc2[nH]c(=S)n1Cc1ccccn1
39	CCOC(=O)c1c(C)[nH]c(C(=O)COc2ccc3c(c2)OCO3)c1C
40	CCOCCN1CCN(c2c(C)c(C)nc3cc(-c4cc(OC)cc(OC)c4)nn23)CC1
41	Cn1c(C(=O)NCc2ccco2)cc2c(=O)[nH]c3ccccc3c21
42	Nc1ccc2c(c1)C(=O)N(CC1CCCO1)C2=O (configuration not stated)
43	O=C(NC12CC3CC(CC(C3)C1)C2)N1CC2Cc3cccc(=O)n3C(C2)C1 (configuration not stated)
44	CC(NC(=O)Cc1cccs1)c1ccncc1 (configuration not stated)
assay / compound	37	38	39	40	41	42	43	44
TNAP act DEA	0.9	0.9	0.9	0.9	0.9	1	1	0.9
D1 allo mod	0.51	0.7	1.2	/	/	0.65	-0.77	-0.1
Jurkat tox 60K	/	/	/	/	0	11	-4	-5
NADH enzymes	13%	17%	5%	11%	11%	2%	7%	8%
M1 ag	-0.74	-0.48	-0.36	4.9	/	2	-0.0065	-0.72
SF1 activator	-16	0	28	-6	48	-6	-7	2
M1 antagonist	-0.97	-0.72	-0.1	-0.86	/	0.11	-0.59	0.52
Ecoli tolC	38	-17	15	2	17	-7	-23	-5
HEK293 NFkB inh	13	-6	6	35	14	9	5	3

45	Cc1ccc2cc(C(c3nnnn3C(C)(C)C)N3CCCCCC3)c(=O)[nH]c2c1 (configuration not stated)
46	Cc1ccsc1C1C=C(c2cccc(Br)c2)Nc2ncnn21 (configuration not stated)
47	O=C(Nc1ccccc1)N1CCn2c1nc1ccccc12
48	COc1cc(NC(=O)COc2cccc(OC)c2)cc(OC)c1
49	CCOC(=O)c1ccc(NC(=O)C(CC)CC)cc1
50	Cc1noc(NS(=O)(=O)c2ccc(NC(=O)CSc3nc4c(cc3C#N)CCCC4)cc2)c1C
51	CCCn1c(CCc2ccccc2)nnc1SCC(=O)N1CCCC1
52	CC(=O)Nc1ccc(S(=O)(=O)N2CCSC2c2ccc(C)cc2)cc1 (configuration not stated)
53	C[C@]12CCC(=O)C=C1CC[C@@H]1[C@@H]2[C@@H](O)C[C@@]2(C)[C@H]1CC[C@]2(O)C(=O)COC(=O)CCC(=O)O
assay / compound	45	46	47	48	49	50	51	52	53
TNAP act DEA	0.9	0.9	0.9	1	0.9	1	1.1	0.9	0.9&0.8
D1 allo mod	-0.74	0.63	3	-0.91	-0.28	0.47	0.59	-0.72	-0.38&-1.9
Jurkat tox 60K	3	1	1	0	2	0	-4	6	/
NADH enzymes	10%	3%	5%	0%	1%	2%	3%	2%	1%&4%
M1 ag	0.56	34*	-0.63	-0.37	-0.0016	-0.42	1	0.006	0.028&0.17
SF1 activator	4	2	14	11	44	-11	20	13	-12&2
M1 antagonist	-0.03	-0.92	-0.18	0.4	-0.028	-0.13	-0.32	-0.047	0.36&0.53
Ecoli tolC	-8	8	6	1	-5	56	-9	16	16&5
HEK293 NFkB inh	-10	0	0	10	-7	4	8	18	/

Shown field by field: entries from further up.
#52 CC(=O)Nc1ccc(S(=O)(=O)N2CCSC2c2ccc(C)cc2)cc1 (configuration not stated)
  TNAP act DEA: 0.9
  D1 allo mod: -0.72
  Jurkat tox 60K: 6
  NADH enzymes: 2%
  M1 ag: 0.006
  SF1 activator: 13
  M1 antagonist: -0.047
  Ecoli tolC: 16
  HEK293 NFkB inh: 18

#47 O=C(Nc1ccccc1)N1CCn2c1nc1ccccc12
  TNAP act DEA: 0.9
  D1 allo mod: 3
  Jurkat tox 60K: 1
  NADH enzymes: 5%
  M1 ag: -0.63
  SF1 activator: 14
  M1 antagonist: -0.18
  Ecoli tolC: 6
  HEK293 NFkB inh: 0
